FEN1 inhibitor – qHTS Assay for the Inhibitors of Human Flap endonuclease 1 (FEN1); P39748; Recombinant FEN1 flap cleavage, fluorescence, 15 min; Potency, µM (highest dose often 114 µM), without a hit: at the highest dose activity change, negative = inhibition, hits mostly inhibitors; actives 0.35% (n = 390,000); AID 588795, 2011; note: nearly all actives have a fitted effect of over 65% in size
Target sequence (P39748 whole entry, looked up): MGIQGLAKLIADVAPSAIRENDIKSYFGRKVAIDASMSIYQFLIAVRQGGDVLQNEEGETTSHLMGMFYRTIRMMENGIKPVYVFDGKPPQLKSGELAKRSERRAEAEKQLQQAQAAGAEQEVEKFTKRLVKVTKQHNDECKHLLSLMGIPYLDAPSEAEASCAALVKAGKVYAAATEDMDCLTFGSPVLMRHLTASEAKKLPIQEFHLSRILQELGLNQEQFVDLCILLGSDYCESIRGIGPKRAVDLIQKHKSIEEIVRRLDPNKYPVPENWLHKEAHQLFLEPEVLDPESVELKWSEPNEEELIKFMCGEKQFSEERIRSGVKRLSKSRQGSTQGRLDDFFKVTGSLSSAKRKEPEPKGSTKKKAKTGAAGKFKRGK
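Read-out was taken twice, immediately and after 15 min, following addition of 50 nM substrate to 10 nM FEN1 that had sat with test compound for 15 min at room temperature. Curves came from a four-parameter Hill model.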
N370S GC – qHTS Assay for Inhibitors and Activators of N370S glucocerebrosidase as a Potential Chaperone Treatment of Gaucher Disease. Lysosomal acid glucosylceramidase (Homo sapiens), P04062. N370S GC spleen homogenate, 4MU-glucoside fluorescence. Potency, µM (doses to about 59.4 µM), for the others: at the highest dose activity change, negative = inhibition, usual class: inhibitors. actives 0.092% (n = 330,000). AID 2101, 2009;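 note: 0% = full enzyme activity and -100% = no enzyme basal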
TDP1 block – qHTS Assay for Inhibitors of Tyrosyl-DNA Phosphodiesterase (TDP1); Potency, µM (highest dose often 130 µM), without a hit: top-dose activity change, negative = inhibition, most hits filed as inhibitors; AID 485290, 2010; Tyrosyl-DNA phosphodiesterase 1 (Homo sapiens), Q9NUW8; recombinant TDP1, AlphaScreen DNA substrate cleavage; actives 0.28% (n = 350,000); note: nearly all actives have a fitted effect of over 40% in size
Target sequence (Q9NUW8 whole entry, looked up): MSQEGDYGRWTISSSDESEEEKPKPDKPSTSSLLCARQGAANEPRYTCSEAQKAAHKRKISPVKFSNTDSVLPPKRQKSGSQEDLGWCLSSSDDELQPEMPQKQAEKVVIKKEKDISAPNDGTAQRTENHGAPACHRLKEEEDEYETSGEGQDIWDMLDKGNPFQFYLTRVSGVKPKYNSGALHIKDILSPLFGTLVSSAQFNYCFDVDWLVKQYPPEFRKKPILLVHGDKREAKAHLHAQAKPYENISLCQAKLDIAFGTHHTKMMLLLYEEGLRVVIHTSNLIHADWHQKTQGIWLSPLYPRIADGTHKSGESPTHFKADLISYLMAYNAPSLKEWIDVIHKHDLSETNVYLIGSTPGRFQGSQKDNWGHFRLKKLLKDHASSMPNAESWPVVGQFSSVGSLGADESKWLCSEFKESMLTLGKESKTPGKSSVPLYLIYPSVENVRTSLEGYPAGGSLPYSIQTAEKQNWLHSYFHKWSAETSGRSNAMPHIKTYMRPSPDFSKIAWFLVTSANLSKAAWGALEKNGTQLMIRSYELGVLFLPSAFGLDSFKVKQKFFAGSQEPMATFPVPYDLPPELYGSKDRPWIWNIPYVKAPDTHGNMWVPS
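Steps: enzyme plus compound, 15 min RT; add biotin/phosphotyrosine-FITC oligonucleotide (15 nM final), react 5 min; add donor/acceptor beads (10 ug/ml final), 10 min; read AlphaScreen. Tdp1 at 1 nM final.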
An asterisk follows results filed as active; u = inconclusive; x = no result given; & = joins results of further samples; [ ] = remark or other dose. Calls come from the whole dose curve; as a rule, active = well fitted curve in the direction sought with a large enough effect; inconclusive = small, poorly fitted or top-dose-only effect, or another doubt; inactive = no such curve, though single readings can be large; an effect the other way counts as inactive or inconclusive. Unless noted, % is set by controls: 0 for no effect and ±100 for the full control effect; potency is the fitted concentration of half-maximal effect.

#	Compound	FEN1 inhibitor	N370S GC	TDP1 block
1	Cc1ccc(Nc2nc(N)c3ccccc3n2)cc1Cl	-4%	-6%	x
2	COc1ncc(-c2ccc3c(c2)S(=O)(=O)c2cccc(C(=O)NCc4ccco4)c2C3=O)cn1	-5%	x	-2%
3	COc1ccccc1C(=O)NCc1ccco1	-8%	-2%	1%
4	CSc1nc(N2CCN(CCO)CC2)c2sc3nc(-c4ccco4)c4c(c3c2n1)CCC4	x	-4%	4%
5	COc1ccc(OC)c(NC(=O)c2cnc(Nc3ccc(C)c(Cl)c3)c3ccccc23)c1	2%	x	6%
6	Cc1cccc(C(=O)Oc2ccccc2-c2nnco2)c1	-3%	-13%	-1%
7	CCOc1cc(/C=C2/SC(=S)N(CC3CCCO3)C2=O)ccc1O (stereo not given)	-33%	3%	0%
8	Cc1ccc(S(=O)(=O)CCC(=O)OCC(=O)c2c(N)n(CC(C)C)c(=O)n(C)c2=O)cc1	-9%	-6%	3%
9	N#C/C(=C\c1cc([N+](=O)[O-])c(N2CCOCC2)cc1N1CCOCC1)c1nc2ccccc2[nH]1	-20%	-16%	6%
10	Cc1ccc(OCC(=O)N(c2ccccn2)C2CCCCC2)c(C)c1	-13%	10%	4%
11	CC(=O)c1ccc(S(=O)(=O)NC2CC(=O)N(c3ccc4c(c3)OCCO4)C2)cc1 (stereo not given)	-7%	-1%	-7%
12	Nc1ccc(Cl)c[n+]1Cc1cccc2cccnc12	-18%	-5%	-2%
13	C1=C(c2ccccc2)Nc2ccccc2N=C1c1ccccc1	25%	11%	8%
14	N#CCCn1cc(/C=N/O)c(-c2ccc(F)cc2)n1	-11%	1%	2%
15	CC1(C)OC2CC3C4CC(F)C5=CC(=O)CC[C@@]5(C)C4C(O)C[C@@]3(C)[C@]2(C(=O)CO)O1 (stereo not given in full)	x	5%	5%
16	N#C/C(Cn1c[n+](NC(=O)Nc2ccccc2)cn1)=N/O	-4%	7%	-6%
17	COc1cccc(NC(=O)CCNC(=O)C2CCN(S(=O)(=O)c3ccc(F)cc3)CC2)c1	-1%	-7%	1%
18	Cc1cc2c(cc1NS(=O)(=O)c1ccc(F)cc1)n(C)c(=O)c(=O)n2C	-14%	x	2%
19	Cc1ccc(-n2c(=O)c3c(cnn3C)n(CC(=O)Nc3ccc(C)cc3C)c2=O)cc1	2%	x	6%
20	Cc1ccc(S(=O)(=O)N(C)C)cc1NC(=O)COC(=O)c1n[nH]c(=O)c2ccccc12	1%	-2%	2%
21	Cc1ccc(CS(=O)Cc2ccc(C(=O)NC3CCCC(C)C3C)o2)cc1 (stereo not given)	0%	28%	4%
22	CCOc1ccc(C(=O)N[C@H](C(=O)Nc2cccc(S(=O)(=O)N3CCCCC3)c2)C(C)C)cc1	-3%	-2%	-2%
23	Cc1cc(CNC(=O)c2cccc([N+](=O)[O-])c2C)c2ccccc2n1	2%	-9%	3%
24	Cc1cc(NC(=O)c2cc(C)on2)n(-c2ccccc2)n1	-2%	-7%	-1%
25	COc1ccc(C(=O)O)cc1NS(=O)(=O)c1cccc2nsnc12	-2%	2%	x
26	Cc1ccc2c(c1)N(C(=O)CCC(=O)NCc1ccccc1Cl)CC(C)O2 (stereo not given)	0%	x	9%
27	O=c1cc(-c2cccs2)oc2ccc(Cl)cc12	1%	-1%	3%
28	COc1ccccc1-n1c(SCC(=O)NCC2CCCO2)nc2c([nH]c3ccccc32)c1=O (stereo not given)	-1%	4%	4%
29	Cc1onc(C(=O)Nc2cccc(C(F)(F)F)c2)c1[N+](=O)[O-]	-13%	-12%	4%
30	COc1cccc(Nc2ccc(N3CCCCC3)cc2)c1OC	-24%	x	14%
31	COc1ccc(-n2nc(N)c3c(=O)oc(N(C)C)nc32)cc1	-15%	0%	-2%
32	Cc1ccc(NC(=O)COC(=O)c2ccc(C)c(S(=O)(=O)N3CCOCC3)c2)cc1	2%	-4%	-7%[0.505 µM]
33	Cc1cc(OC(=O)CNC(=O)OC(C)(C)C)c2c(C)cc(=O)oc2c1	-9%	23%[2.35 µM]	6%
34	O=C(CN1CCN(Cc2cccc(Cl)c2)C1=O)NCc1ccc(F)cc1	-1%	x	0%
35	CO/N=C(\C)CCN1CCCc2nc(C)c(C)cc21	x	6%[12.8 µM]	-2%[21 µM]
36	CCCn1c(=O)c2c(c3ccccc31)OC(C)C(=O)N2 (stereo not given)	-10%	2%	-3%
37	O=C(NC1CCCCC1)c1ccc(S(=O)(=O)c2ccccc2Cl)c([N+](=O)[O-])c1	x	-1%	-2%
38	COc1ccc(C(=O)/C=C/c2cn(CC(O)CN(CC(C)C)CC(C)C)c3ccccc23)cc1 (stereo not given)	u	x	-3%
39	O=C(Nc1cc(F)ccc1F)N1CCN(c2ccnc3cc(Cl)ccc23)CC1	12%	-3%	x
40	Cc1ccc(N(C(=O)CNC(=O)c2ccco2)C(C(=O)NC2CCCC2)c2cccnc2)cc1 (stereo not given)	2%	0%	0%
41	O=C(NCc1ccccc1)c1ccc(CN2CCC(Cc3ccccc3)CC2)cc1	3%	-8%	x
42	O=c1[nH]c2ccccc2nc1/C=C(\O)c1cccs1	-9%	-12%	0%
43	COc1ccc(NC(=O)CSCC(=O)N(C)Cc2ccc(Cl)c(Cl)c2)cc1	-3%	x	2%
44	O=C(Nc1ccc(N2CCN(C(=O)c3cccs3)CC2)cc1)c1ccc([N+](=O)[O-])o1	x	-18%	9%
45	CCc1ccccc1Nc1nc(N)nc(CSCC(=O)Nc2ccc(C)c(C)c2)n1	-11%	5%	3%
46	COc1ccc(Nc2cc(Nc3ccc(OC)cc3)ncn2)cc1	5%	-6%	x
47	COc1ccc(CC(=O)Nc2ccc(-c3noc(-c4ccccc4OC)n3)cc2)cc1	-2%	1%	-2%
48	CCOC(=O)C1CCCN(S(=O)(=O)c2ccc3c(c2)CC(C)N3C(=O)C2CC2)C1 (stereo not given)	-7%	-6%	1%
49	Cc1ccc(NC(=O)c2ccc(-n3cncn3)c([N+](=O)[O-])c2)cc1	15%	-6%	3%
50	O=C(NCc1ccncc1)c1cccc(Cn2cc(Br)cn2)c1	0%	4%	5%

The last three entries of the section above lead into the next.
#	Compound	FEN1 inhibitor	N370S GC	TDP1 block
48	CCOC(=O)C1CCCN(S(=O)(=O)c2ccc3c(c2)CC(C)N3C(=O)C2CC2)C1 (stereo not given)	-7%	-6%	1%
49	Cc1ccc(NC(=O)c2ccc(-n3cncn3)c([N+](=O)[O-])c2)cc1	15%	-6%	3%
50	O=C(NCc1ccncc1)c1cccc(Cn2cc(Br)cn2)c1	0%	4%	5%
51	COc1ccc(C2CC(c3cccs3)=NN2C(=O)c2ccccc2)cc1OC (stereo not given)	-5%	u	x
52	O=c1c2ccccc2oc2cc(NCCCn3ccnc3)ccc12	u	u	x
53	CC(=O)c1cccc(NC(=O)Cn2cnc(S(=O)(=O)N3CCOCC3)c2)c1	0%	-6%	1%
54	COc1ccc(COc2ccsc2C(=O)Nc2ccc(Cl)c(Cl)c2)cc1	4%	2%	4%
55	Oc1ccc(Nc2nc3ccccc3nc2Nc2ccc(O)cc2)cc1	u	4.5µM*	-2%
56	Cc1ccc(C)c(OCc2cc(C(=O)N3CC[C@@H]4CCCC[C@H]4C3)no2)c1	6%	4%	-3%
57	COc1ccc(-c2nc(CSCC(=O)NCc3ccccc3Cl)c(C)o2)cc1OC	-19%	x	7%
58	Cc1cc(Cl)ccc1NC(=S)NCC(O)c1ccccc1 (stereo not given)	2%	-17%	x
59	O=C(Nc1cnn(Cc2ccc(F)cc2)c1)c1cnn2c(C(F)F)cc(-c3ccccc3)nc12	1%&-1%	u	4%
60	CCN(CC)c1ccc(/C=C(\C#N)C(=O)NCc2ccco2)cc1	x	-8%	3%
61	COCCNC(=O)CSc1nc2cc(OC)c(OC)cc2c(=O)n1CCc1ccc(S(N)(=O)=O)cc1	18%	-8%	2%
62	CCOc1ccc(S(=O)(=O)N2CCN(c3nc(-c4ccccc4)nc4ccccc34)CC2)cc1OCC	-4%	x	0%
63	CCOc1ccccc1C(=O)NC(C(=O)OCC(=O)Nc1nnc(-c2ccccc2)o1)C(C)C (stereo not given)	-5%	3%	1%
64	CC(=O)Nc1ccc(S(=O)(=O)NCCc2csc3nc(-c4ccc(Cl)cc4)nn23)cc1	-10%	x	5%
65	COc1ccccc1/C=C/C(=O)NC(=S)Nc1ccc(S(=O)(=O)N(C)c2ccccc2)cc1	9%	6%	-7%
66	NC(=O)CSc1cn(Cc2cccc(F)c2)c2ccccc12	-14%	0%	5%
67	Cn1c(SCc2ccccc2)nnc1-c1cccs1	-11%	11%	2%
68	CC(=O)Nc1ccc(SCC(=O)c2cc(C)ccc2C)cc1	-1%	2%	7%
69	COc1ccc(C)cc1N(CC(=O)NC1CCCC1)C(=O)Cn1nnc(-c2ccc(C)o2)n1	2%	-4%	10%
70	Cc1cc(OCC(=O)N(C)c2ccccc2)cc2c1C(=O)CC(C)(C)O2	0%	3%	-5%
71	COc1ccc(CN(C)C(=O)c2cccc(NS(=O)(=O)c3ccccc3)c2)c(OC)c1	-15%	-16%	3%
72	Cc1oc2cc(OC(C)C(=O)O)ccc2c(=O)c1Oc1ccccc1 (stereo not given)	0%	-5%	-2%
73	COC(=O)c1ccc(NC(=O)C2CC(=O)N(c3cc(C)ccc3C)C2)cc1 (stereo not given)	0%	4%	1%
74	COc1ccc(NC(=O)COc2ccc(N(C)S(=O)(=O)c3ccc(Cl)cc3)cc2)cc1OC	6%	-14%	7%
75	O=C(CSc1nc2[nH]ncc2c(=O)n1-c1ccccc1)NCc1cccs1	6%	17%	5%
76	COCc1cc(C)n(CC(=O)Nc2ccc(N3CCOCC3)c(Cl)c2)c(=O)c1C#N	1%	-7%	3%
77	O=C(CSc1nc2nn(-c3ccccc3)c(=O)c-2c2n1CCCCC2)c1ccc(O)c(O)c1	u	x	-7%
78	c1cncc(-c2nc(-c3ccc4c(c3)OCO4)cs2)c1	-8%	1%	-2%
79	O=C1CC(C(=O)O)S/C(=N\NC(=O)c2ccc(F)cc2)N1 (stereo not given)	3%	3%	0%
80	O=C(Cn1c2ccccc2c(=O)c2ccccc21)Nc1cccc(F)c1	-11%	10%	1%
81	CNc1nc(N)c(C(=O)C23CC4CC(CC(C4)C2)C3)s1	2%	u	5%
82	CCOC(=O)N1CCN(C(=O)c2ccc(Cl)c(S(=O)(=O)N3CCOCC3)c2)CC1	2%	2%	1%
83	O=C(COc1cccc(NC(=O)c2cccc([N+](=O)[O-])c2)c1)c1ccc(F)cc1	-4%	6%	5%
84	COc1ccc(CCNc2nc3c(-c4cccc(C(F)(F)F)c4)nnn3c3ccccc23)cc1OC	2%	x	-1%
85	COc1ccccc1NC(=O)NCCc1ccccc1	-3%	1%	7%
86	CCOC(=O)N1CCC(NC(=O)c2ccc(N3CCC4(CC3)OCCO4)c([N+](=O)[O-])c2)CC1	-2%	-5%	5%
87	O=C1/C(=C\c2cccnc2)Sc2ccccc21	3%	6%	5%
88	O=C(Nc1ccc(N2CCN(C(=O)c3ccco3)CC2)cc1)c1ccccc1F	12%	11%	6%
89	CCOc1ccc(S(=O)(=O)N2CCCC(C(=O)Nc3cccc(C)c3)C2)cc1 (stereo not given)	2%	-5%	6%
90	COc1ccc(OC)c(CNC(=O)C2CCN(C(=O)N(C)C)CC2)c1	-9%	7%	-1%
91	CN1CCN(NC(=O)Nc2cccc(Cl)c2Cl)CC1	-9%	-6%	0%
92	Cc1ccc(-c2cc(C(F)F)n3ncc(C(=O)N4CCCc5ccccc54)c3n2)cc1	3%	7%	0%
93	CCCCOc1ccccc1C(=O)NCCCC(=O)O	8%	6%	5%
94	CCOc1ccccc1NS(=O)(=O)c1ccc(-c2cnc(C3CC3)o2)cc1	-16%&-1%	24%	3%&4%
95	O=C1NNC(=O)C1c1ccccc1	-3%	-12%	x
96	CCN1C(=O)/C(=C\N2CCCCCC2)SC1=S	-9%	16%	5%
97	COc1ccc(C)cc1S(=O)(=O)N1CCCCC1	-2%	2%	2%
98	Cc1onc(-c2ccccc2)c1C(=O)NNC(=S)NC(=O)c1ccc2c(c1)OCO2	3%	3%	12%
99	CN(C)S(=O)(=O)Oc1ccccc1C(=O)Nc1ccccc1Cl	4%	-3%	4%
100	c1ccc2c(c1)[nH]c1ccncc12	-17%	-6%	0%
101	Cc1oc(-c2ccccc2)cc1C(=O)Nc1ccc(N(C)C)cc1	-4%	28%	14%

N370S GC: entries above that show a hit.
#	Compound	FEN1 inhibitor	N370S GC	TDP1 block
55	Oc1ccc(Nc2nc3ccccc3nc2Nc2ccc(O)cc2)cc1	u	4.5µM*	-2%

High-throughput results: PubChem BioAssay, National Center for Advancing Translational Sciences (NCATS)
